Eya2 inh = qHTS Assay for Inhibitors of the Phosphatase Activity of Eya2; recombinant Eya2, OMFP fluorescence dephosphorylation (OMFP is methylfluorescein phosphate); Potency, µM (doses to about 76.9 µM), inactives show at the highest dose activity, negative = inhibition, actives largely listed as inhibitors; 330,000 compounds, 0.006% hits; AID 488837, 2010; also: potency is read from the fitted curve at half-maximal effect; % is scaled to controls: 0 for no effect and ±100 for the full control effect
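Eya2 (0.2 uM) preincubated 10 min at ambient with compound, then OMFP substrate added at 50 uM; 10 min reaction in 50 mM HEPES pH 7.5, 50 mM NaCl, 5 uM MgCl2, 0.05% BSA, 1 mM DTT. Fluorescence read at Ex 485/Em 525 nm.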
ASM inhibitor = Inhibitors of Secretory Acid Sphingomyelinase (S-ASM): qHTS. AID 504937, 2011. 340,000 compounds, 0.006% hits. Potency, µM (top dose mostly 57.5 µM), inactives show at the highest dose activity change, negative = inhibition, most hits filed as inhibitors. placental ASM, HMU-PC fluorogenic substrate, 60 min; also: potency is read from the fitted curve at half-maximal effect
Target sequence (P17405 47-631 limits assumed): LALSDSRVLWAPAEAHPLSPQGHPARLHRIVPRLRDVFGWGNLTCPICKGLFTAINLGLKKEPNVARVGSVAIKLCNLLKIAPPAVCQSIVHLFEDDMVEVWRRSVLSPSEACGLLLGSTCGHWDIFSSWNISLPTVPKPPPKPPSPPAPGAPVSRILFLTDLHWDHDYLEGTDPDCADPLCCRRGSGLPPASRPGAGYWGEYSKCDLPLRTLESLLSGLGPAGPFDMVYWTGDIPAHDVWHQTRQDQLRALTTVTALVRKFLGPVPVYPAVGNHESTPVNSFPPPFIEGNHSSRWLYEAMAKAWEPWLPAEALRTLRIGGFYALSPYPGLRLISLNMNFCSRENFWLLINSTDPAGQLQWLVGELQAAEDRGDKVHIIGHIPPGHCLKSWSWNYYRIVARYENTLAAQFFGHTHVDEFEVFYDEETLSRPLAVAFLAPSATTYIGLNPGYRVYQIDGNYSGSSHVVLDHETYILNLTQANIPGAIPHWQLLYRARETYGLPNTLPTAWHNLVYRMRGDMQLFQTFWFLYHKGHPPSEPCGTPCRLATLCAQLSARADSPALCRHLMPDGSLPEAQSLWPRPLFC
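qHTS format. ASM enzyme prepared from human placenta hydrolyses the fluorogenic substrate HMU-PC0 (9 uM final) over 60 min at 37 °C after a 10 min compound preincubation.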
Integrin act MD = qHTS for Activators of Integrin-Mediated Alleviation for Muscular Dystrophy | 350,000 compounds, 0.064% hits | Potency, µM (series often up to 38.3 µM), without a hit: at the highest dose activation, usual class: activators | alpha7betagal myoblasts, beta-gal FDG fluorescence, 48 h;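 also: potency is read from the fitted curve at half-maximal effect; 100% = response of the positive control SU9516; nearly all actives have a fitted effect of over 60% in size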
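alpha7betagal+/- myoblasts (passage 13, 250/well) treated 48 h at 37C with compounds at 1:260 dilution of DMSO stock. Lysed, then beta-galactosidase activity read as FDG fluorescence (ex 480/em 540) after 30 min, with pre-read for autofluorescence.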
ELG1 genotoxic = qHTS screen for small molecules that induce genotoxicity in human embryonic kidney (HEK293T) cells expressing luciferase-tagged ELG1; HEK293T ELG1-luciferase reporter, luminescence, 16 h; Potency, µM (series often up to 46 µM), without a hit: at the highest dose activity change, positive = activation, usual class: activators; 330,000 compounds, 1.3% hits; AID 504466, 2011; also: potency is read from the fitted curve at half-maximal effect; % of control where 0% means no effect; nearly all actives have a fitted effect of over 60% in size
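Step 1: seed 2,000 HEK293T ELG1-luciferase cells per well. Step 2: add compound or DMSO, incubate 16 hr at 37 °C. Step 3: ONE-Glo, 30 min at room temperature, read luminescence.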
p53 reactivation = qHTS assay for re-activators of p53 using a Luc reporter; H1299 p53-A138V BP100-luciferase reporter, luminescence, 24 h; Potency, µM (highest dose often 92.2 µM), for inactives: at the top dose activity change, positive = activation, usual class: activators; 320,000 compounds, 0.063% hits; also: potency is read from the fitted curve at half-maximal effect; % of control where 0% means no effect; nearly all actives have a fitted effect of over 45% in size
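p53-null H1299 cells stably carrying temperature-sensitive p53-A138V and a BP100-luciferase reporter were pinned with compounds (4-point, 1:5 series) and held 24 hrs at 37 deg C. Luminescence was read 10 min after detection reagent.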
TSG101-PTAP inh = qHTS Assay for Iinhibitors of HIV-1 Budding by Blocking the Interaction of PTAP/TSG101 | 340,000 tested, under 10 active | Fluorescence polarization, FITC-PTAP peptide / Tsg101 binding | AID 493005, 2010 | Potency, µM (highest dose often 115 µM), without a hit: at the top dose activity change, negative = inhibition, usual class: inhibitors; active = well fitted inhibition curve with a large enough effect in the main read-out, with a control signal flat, not every such curve was filed as active; inconclusive = small, poorly fitted or top-dose-only effect, or effect the other way, or a change in a side signal; inactive = no such curve, though single readings can be large or run the other way; also: potency is read from the fitted curve at half-maximal effect; % of control where 0% means no effect
Target sequence (Q99816 whole entry, looked up): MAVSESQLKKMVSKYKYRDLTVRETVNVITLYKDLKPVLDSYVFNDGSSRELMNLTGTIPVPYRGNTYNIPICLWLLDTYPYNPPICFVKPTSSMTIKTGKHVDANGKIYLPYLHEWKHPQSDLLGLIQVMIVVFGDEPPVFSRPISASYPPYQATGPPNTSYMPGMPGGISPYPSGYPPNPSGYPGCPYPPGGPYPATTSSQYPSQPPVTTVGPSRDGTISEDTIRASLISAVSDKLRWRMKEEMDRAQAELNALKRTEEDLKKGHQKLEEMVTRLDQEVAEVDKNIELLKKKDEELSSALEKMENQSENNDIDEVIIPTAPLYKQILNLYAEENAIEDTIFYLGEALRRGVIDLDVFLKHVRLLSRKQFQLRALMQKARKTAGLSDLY
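Fluorescence polarization binding of Tsg101 binding domain (10 uM final) to FITC-labeled PTAP peptide (50 nM final) in HEPES pH 7.5 buffer with NaCl, Tween 20, EDTA, TCEP. Compounds added before peptide; binding 20 min at RT.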
B2AR arrestin = qHTS assay of beta-arrestin-biased ligands of beta2-adrenergic receptor; AID 492947, 2010; Potency, µM (series often up to 46.1 µM), for inactives: at the highest dose activation, hits mostly activators; beta-arrestin recruitment to beta2AR, cell-based reporter; 330,000 compounds, 0.02% hits;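 also: potency is read from the fitted curve at half-maximal effect; 0% = DMSO controls and full agonism = EC100 isoproterenol or metaproterenol; nearly all actives have a fitted effect of over 65% in size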
TRPV1 agonist = HTS Assay for Compounds that Act as Agonists of the Vanilloid Receptor 1; TRPV1-expressing cells, Fluo-8 calcium influx, agonist mode; activation, % at 8.33 µM; 320,000 compounds, 0.19% hits; in the data active = activation above about 80%; inconclusive = between about 30% and that limit; also: 0% is about no effect
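TRPV1-expressing cells were cultured overnight at 35.5C and loaded with Fluo-8 calcium dye for 40 to 90 min at room temperature. After a 10 s baseline, compound was added and calcium influx was read kinetically for 3 min (ex 480/em 520 nm).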
uPA surface inh = qHTS for Inhibitors of Cell Surface uPA Generation | cell surface uPA generation assay, qHTS | Potency, µM (doses to about 38.3 µM), without a hit: at the top dose activity change, negative = inhibition, actives largely listed as inhibitors | 330,000 compounds, 0.31% hits | AID 540303, 2011; active = well fitted inhibition curve with a large enough effect; inconclusive = small, poorly fitted or top-dose-only effect; inactive = no such curve, though single readings can be large or run the other way; tested in mouse RAW 264.7 cells; also: potency is read from the fitted curve at half-maximal effect; % is scaled to controls: 0 for no effect and ±100 for the full control effect; nearly all actives have a fitted effect of over 55% in size
BRCA1 expr act = qHTS Assay to Identify Small Molecule Activators of BRCA1 Expression | MCF7-BRCA1-FFLuc reporter, luminescence, 48 h; response scale: scaled: vehicle 0%, 10 µM genistein 100% | 380,000 compounds, 1.1% hits | Potency, µM (titrated, usually from 46.1 µM), for the others: at the highest dose activation, actives largely listed as activators; also: potency is read from the fitted curve at half-maximal effect; nearly all actives have a fitted effect of over 80% in size; some results filed as inactive show a strong effect at the top dose
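Luminescence from a BRCA1-driven firefly luciferase in MCF7 cells was the read-out, taken 15 min after substrate addition following 48 h compound exposure at 37 °C. Data were normalized to a 10 microM genistein control and DMSO vehicle.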
USP2a block = qHTS Assay for Inhibitors of Ubiquitin-specific Protease USP2a Using CHOP2 as the Reporter. Ubiquitin carboxyl-terminal hydrolase 2 (Homo sapiens), O75604. USP2 core, Ub-CHOP2 coupled fluorogenic reporter, 485/531. Potency, µM (highest dose often 38.3 µM), without a hit: at the highest dose activity change, negative = inhibition, actives largely listed as inhibitors. 330,000 compounds, 0.01% hits. AID 463254, 2010;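 also: potency is read from the fitted curve at half-maximal effect; plate controls were DMSO wells for no effect and full inhibition by NEM control for full effect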
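USP2 core (10nM final) preincubated 30min RT with compound in 20mM Tris-HCl pH 8.0, 2mM CaCl2, 2mM beta-mercaptoethanol, 0.05% CHAPS; 25nM Ub-CHOP2 plus 25nM reporter substrate added, fluorescence (Ex485/Em531) read after 60min.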
* = called active by the depositor; ? = inconclusive; . = not tested or not shown; [ ] = remark or other dose. Unless noted, calls follow the shape of the dose curve; as a rule, active = well fitted curve in the direction sought with a large enough effect; inconclusive = small, poorly fitted or top-dose-only effect, or another doubt; inactive = no such curve, though single readings can be large; an effect the other way counts as inactive or inconclusive.

SMILES	Eya2 inh	ASM inhibitor	Integrin act MD	ELG1 genotoxic	p53 reactivation	TSG101-PTAP inh	B2AR arrestin	TRPV1 agonist	uPA surface inh	BRCA1 expr act	USP2a block
C=CCNc1ncnc2c1cnn2-c1ccc(C)cc1C	21%	6%	8%	?	18%	-1%	0.1%	-8	0%	10%	0%
Cc1ccc(NS(=O)(=O)c2ccc(C(=O)NCc3cccnc3)cc2)cc1	0%	-3%	-4%	?	17%	-1%	0.1%	?	6%	-33%	1%
CCOc1ncc(S(=O)(=O)N2CCN(CC)CC2)cc1C(=O)O	7%	2%	10%	3%	15%	1%	3.4%	2	3%	3%	0%
CN(Cc1ccc(Cl)cc1)C(=O)c1cc(S(=O)(=O)N2CCOCC2)ccc1N1CCCC1	1%	0%	-7%	1%	-3%	-5%	0.2%	29	-2%	-14%	4%
Cc1cccn2c(=O)c(C=C(C#N)C#N)c(N3CCN(c4cccc(Cl)c4)CC3)nc12	1%	-4%	-7%	-11%	-2%	-5%	0.4%	1	0%	-76%	2%
CC1CCCN(C(=O)COC(=O)C2CCN(S(=O)(=O)c3ccc(Cl)c(C(F)(F)F)c3)CC2)C1 (centres undefined)	-7%	-1%	0%	0%	7%	0%	-0.4%	29	0%	1%	0%
O=C(N/N=C/c1ccccn1)C(O)c1ccccc1 (centres undefined)	-4%	-1%	?	0%	5%	-3%	0.5%	-3	8%	26%	-2%
CCCCNCc1cc(Br)c(OCC(=O)N2CCOCC2)c(OC)c1	-8%	5%	4%	1%	12%	0%	0.2%	3	.	-9%	0%
O=C(Cn1nnc(-c2cc(Cl)ccc2-n2cnnn2)n1)N1CCCc2ccccc21	2%	-2%	-6%	-9%	-16%	-5%	-0.3%	13	-9%	2%	2%
COc1ccc(NC2CCCN(C(=O)c3cccs3)C2)cc1 (centres undefined)	-1%	3%	-12%	5%	6%	0%	0.4%	14	-4%	15%	2%

Entries of single compounds, looked up by structure. Order of screens: Eya2 inh	ASM inhibitor	Integrin act MD	ELG1 genotoxic	p53 reactivation	TSG101-PTAP inh	B2AR arrestin	TRPV1 agonist	uPA surface inh	BRCA1 expr act	USP2a block
Listed for Cc1ccc(NS(=O)(=O)c2ccc(C(=O)NCc3cccnc3)cc2)cc1 → 0%	-3%	-4%	?	17%	-1%	0.1%	?	6%	-33%	1%
Listed for CCOc1ncc(S(=O)(=O)N2CCN(CC)CC2)cc1C(=O)O → 7%	2%	10%	3%	15%	1%	3.4%	2	3%	3%	0%

Next compounds:
SMILES	Eya2 inh	ASM inhibitor	Integrin act MD	ELG1 genotoxic	p53 reactivation	TSG101-PTAP inh	B2AR arrestin	TRPV1 agonist	uPA surface inh	BRCA1 expr act	USP2a block
O=C(COC(=O)c1cnccn1)c1ccc(Cl)c([N+](=O)[O-])c1	2%	-4%	-11%	-5%	8%	-2%	0.6%	2	-2%	-26%	2%
CC(=O)c1sc(NC(=O)c2ccccc2F)nc1C	-1%	5%	26%	2.9µM*	15%	-1%	-0.1%	1	?	?	2%
O=[N+]([O-])c1cc(S(=O)(=O)N2CCCC2)ccc1N/N=C/c1ccccn1	3%	-1%	24%	14%	-1%	1%	-0.6%	2	-4%	2%	1%
COc1ccc(S(=O)(=O)N2CCOC2CNC(=O)C(=O)NCc2ccccc2OC)cc1 (centres undefined)	-25%	5%	0%	-7%	7%	-2%	-0.6%	-18	3%	-29%	0%
O=C(CCCCCn1c(SCc2ccncc2)nc2ccccc2c1=O)NCc1ccco1	5%	2%	-20%	0%	-13%	-4%	0.4%	-2	.	-21%	1%
COC(=O)c1ccccc1NC(=O)c1cc(-c2ccco2)on1	-17%	4%	3%	4%	2%	-3%	0.3%	-1	0%	-28%	-2%
Nc1nncn1C(=O)c1c(Cl)cccc1Cl	13%	2%	9%[7.66 µM]	0%	1%	-2%	-0.3%	0	.	6%	2%
CCC(=O)Nc1ccc(NC(=O)CSc2nnc(-c3ccc(O)cc3)n2CC2CCCO2)cc1 (centres undefined)	0%	1%	-13%	-2%	-1%	2%	0.3%	-2	0%	27%	2%
Cc1cc(F)ccc1NC(=O)C1CCN(S(=O)(=O)c2ccc3c(c2)CCCC(=O)N3)CC1	4%	-1%	-18%	-2%	12%	-5%	4.1%	-2	0%	-2%	1%
CCOC(=O)c1ccccc1NC(=O)CSc1nnnn1C1CCCCC1	16%	-9%	-33%	0%	-8%	-2%	-0.7%	26	-23%	-23%	1%
CCN(CC)CCCNC(=O)C(C)n1c2ccccc2c2nc(=O)cc(C)n21 (centres undefined)	1%	0%	30%	1%	-1%	-2%	2.4%	.	11%	19%	1%
Cc1ccc(C)c(C(=O)CN2C(=O)C(=O)N(C3CCCC3)C2=O)c1	-1%	-3%	?	-1%	7%	-5%	-0.2%	19	-1%	1%	1%
CCOC(=O)c1cccc(C2=CC(=O)C[C@H](c3ccc(Cl)cc3)C2)c1	0%	-14%	17%	-4%	18%	-5%	0.2%	?	7%	14%	3%
Nc1ccc(S(=O)(=O)Nc2nccs2)cc1	.	2%	-11%	.	.	2%	.	.	?	8%	.
COc1cc2c(cc1OC)C(c1ccc(Br)cc1)NC(=O)C2 (centres undefined)	-5%	-2%	?	14%	.	-2%	-0.6%	-1	15%	-35%	0%
CCOc1ccc(NC(=O)CSc2nnc(C)n2C2CC2)cc1S(=O)(=O)N1CCCC1	12%	5%	-5%	2%	-1%	3%	0.0%	2	2%	-4%	2%
COc1ccc(C(=O)NCCCSC)cc1OC1CCN(C(C)C)CC1	-25%	4%	-18%	-1%	0%	1%	0.0%	1	-7%	9%	2%
O=C(O)C1CCN(S(=O)(=O)c2ccc(N3CCCC3C(=O)O)c([N+](=O)[O-])c2)CC1 (centres undefined)	1%	0%	8%	1%	-7%	-3%	-0.9%	-1	0%	-2%	1%
CCC(=O)Nc1c2c(nn1-c1ccc(F)cc1)CS(=O)(=O)C2	17%	-2%	-1%	5%	11%	-5%	-0.2%	0	4%	-11%	2%
O=C1C(=O)N(CCCN2CCOCC2)C(c2ccc([N+](=O)[O-])cc2)/C1=C(\O)c1ccc2c(c1)OCCO2 (centres undefined)	8%	-1%	21%	5%	7%	-4%	-1.1%	8	-14%	37%	0%
CCOC(=O)c1cc2n(c1/N=C/N(C)C)-c1ccccc1C2=O	19%	0%	-43%	2%	2%	?	-0.3%	?	-19%	-30%	22%
COc1ccccc1N1CCN(Cc2cccs2)CC1	14%	5%	4%	-1%	6%	0%	0.1%	16	-4%	7%	-1%
COCCNc1oc(COc2cccc(C)c2)nc1C#N	8%	3%	14%	?	11%	-2%	0.1%	4	1%	18%	0%
COc1ccccc1C(C[N+](=O)[O-])c1c(N)n(C)c(=O)n(C)c1=O (centres undefined)	-1%	10%	-65%[inhibitor]	-19%	-15%	1%	-0.8%	2	?	-69%[inhibitor]	0%
CN(c1ccccc1)S(=O)(=O)c1cccc(C(=O)NNC(=O)c2ccccc2)c1	4%	-5%	-29%	-6%	6%	-2%	-0.3%	1	-1%	-35%	0%
COc1ccccc1CNS(=O)(=O)c1c(C(=O)N2CCCCCC2)c(C)n(C)c1C	-6%	-1%	3%	-2%[9.26 µM]	7%	-5%	0.1%	-1	0%	17%	3%
NS(=O)(=O)c1ccc(CCNc2ccc(C(F)(F)F)cn2)cc1	6%	0%	21%	2%	-4%	1%	-0.5%	4	-1%	-8%	-1%
O=C(NCCN1CCN(c2ccccc2F)CC1)C1c2ccccc2C(=O)N2CCc3ccccc3C12 (centres undefined)	0%	-1%	-12%	-1%	-6%	-6%	0.0%	5	0%	7%	0%
Cc1cc(C)cc(N(C(=O)c2cccs2)C2C=CS(=O)(=O)C2)c1 (centres undefined)	7%	7%	15%	5%	-1%	1%	0.2%	0	-3%	-7%	5%
C/C(=N\NC(N)=S)c1ccc(-n2ccnc2)cc1	-15%	2%	-16%	7%	11%	-7%	-1.0%	-1	-1%	39%	-13%
COc1ccc(CNC/C=C/c2ccccc2)cc1	-2%	-2%	-20%	-7%	-13%	-8%	0.3%	3	-7%	-3%	1%

Screening data from PubChem.

Rows were taken by chance; any-hit rate near 2.6%.
